STK33 inh = inhibitors of human STK33 kinase. inhibition, % at 12.5 µM. ADP-Glo luminescence, MBP substrate. hit rate 0.44% among 27,000. Q9BYT3; in the data active means inhibition above about 20%
Target sequence (Q9BYT3 whole entry, looked up): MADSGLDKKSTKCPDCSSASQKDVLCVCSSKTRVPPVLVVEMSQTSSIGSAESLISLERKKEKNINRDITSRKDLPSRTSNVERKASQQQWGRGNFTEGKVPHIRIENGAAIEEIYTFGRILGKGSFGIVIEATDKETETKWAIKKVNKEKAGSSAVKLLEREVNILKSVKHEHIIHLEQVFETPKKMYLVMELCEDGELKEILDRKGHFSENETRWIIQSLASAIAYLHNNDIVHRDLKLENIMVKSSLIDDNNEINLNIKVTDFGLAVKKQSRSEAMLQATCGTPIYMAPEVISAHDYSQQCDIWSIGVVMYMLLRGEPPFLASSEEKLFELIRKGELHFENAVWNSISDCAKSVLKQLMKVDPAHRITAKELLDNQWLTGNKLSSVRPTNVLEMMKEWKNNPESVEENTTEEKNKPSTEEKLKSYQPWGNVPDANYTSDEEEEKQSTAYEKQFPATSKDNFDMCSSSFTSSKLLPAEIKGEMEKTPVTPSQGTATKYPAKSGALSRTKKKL
mut p53 react = re-activators of the mutant p53 pathway | SW480 PUMA-promoter luciferase, p53 mutant reactivation | hit rate 1.5% among 28,000 | AID 624151 | activation, % at 9.98 µM; in the data active means activation above about 52%
* marks the source's active call; other numbers are inactive results; x = no result given. The list is partial. The share of hits here may be higher or lower than overall.

SMILES	STK33 inh	mut p53 react
COc1ccc(NC(=O)Nc2ccc3c(c2)CC(=O)N([C@@H](C)CO)C[C@H](C)[C@H](CN(C)Cc2ccc(C(F)(F)F)cc2)O3)cc1	7.4	x
CC(C)NC(=O)N(C)C[C@H]1Oc2ccc(NS(=O)(=O)c3ccc(Cl)cc3)cc2CC(=O)N([C@@H](C)CO)C[C@H]1C	-1.7	x
C[C@H]1CN([C@@H](C)CO)C(=O)c2cc(NC(=O)Nc3ccccc3)ccc2O[C@@H]1CN(C)C(=O)NC1CCCCC1	-0.5	x
NC(N)=NN=Cc1c(Cl)cccc1Cl	1.6	x
C[C@@H]1CCCCO[C@H](CN(C)C)[C@@H](C)CN([C@@H](C)CO)C(=O)c2cc(NC(=O)NC3CCCCC3)ccc2O1	x	3.8
Cn1cnc(S(=O)(=O)N(Cc2ccccc2)Cc2ccccc2N2CCC(C(=O)O)CC2)c1	x	-4.0
O=C(CSc1nnnn1-c1ccccc1)Nc1ccc(F)c(Cl)c1	4.5	7.6
C=C1[C@@H](C2=CC(=O)OC2)CC[C@@]2(O)[C@@H]1CC1[C@H]2CC[C@@H]2C[C@@H](O[C@H]3O[C@@H](C)[C@@H](O[C@@H]4O[C@H](CO[C@@H]5O[C@H](CO)[C@@H](O)[C@H](O)[C@H]5O)[C@@H](O)[C@H](O)[C@H]4O)[C@H](OC)[C@H]3O)CC[C@]12C (some centres not stated)	-1.4	-65.5
Cc1noc(C)c1S(=O)(=O)Nc1ccc2c(c1)CC(=O)N([C@@H](C)CO)C[C@H](C)[C@@H](CN(C)Cc1ccc(Cl)c(Cl)c1)O2	1.6	x
C[C@@H]1CN([C@H](C)CO)C(=O)Cc2cc(NS(=O)(=O)c3cccs3)ccc2O[C@@H]1CN(C)Cc1ccc(-c2ccccc2)cc1	-0.8	x
CO[C@H](C(=O)N(C)C[C@H]1OCc2ccccc2-c2c(n(C)c3ccccc23)C(=O)N([C@@H](C)CO)C[C@H]1C)c1ccccc1	x	3.0
COc1ccc(C(=O)Nc2ccc(C(O)(C(F)(F)F)C(F)(F)F)cc2)cc1	-1.1	x
Cn1c(SCc2ccon2)nc2ccccc2c1=O	-1.7	18.0
C[C@H]1CCCCO[C@H](CN(C)S(=O)(=O)c2cccs2)[C@@H](C)CN([C@@H](C)CO)C(=O)c2cc(NC(=O)CCC(F)(F)F)ccc2O1	x	1.9
C[C@@H]1CCCCO[C@H](CN(C)Cc2ccccc2)[C@@H](C)CN([C@H](C)CO)C(=O)c2cc(NC(=O)c3ccccc3)ccc2O1	4.8	x
Cc1cc(C)cc(OCC(=O)Nc2cccc(-c3nnc(-c4ccccc4)o3)c2)c1	4.6	90.4*
C[C@@H]1CN([C@H](C)CO)C(=O)Cc2cc(NC(=O)Nc3cccc4ccccc34)ccc2O[C@@H]1CN(C)C(=O)Nc1ccc(F)cc1	-1.5	x
N#Cc1c(C(F)(F)F)cc(-c2cccs2)nc1SCC(=O)Nc1sc2c(c1C#N)CCC2	-0.1	-11.7
CC(=O)O[C@]1(C(C)=O)CC[C@H]2[C@@H]3C=C(C)C4=CC(=O)CC[C@@H]4[C@H]3CC[C@@]21C	3.6	-2.6
COc1ccc(OC)c(NC(=O)Cn2cc(C(=O)c3cccs3)c3ccccc32)c1	3.5	-22.8
COc1ccc(CN(C)C[C@H]2Oc3ccc(NS(=O)(=O)c4c(C)noc4C)cc3C(=O)N([C@@H](C)CO)C[C@@H]2C)cc1	0.0	2.4
COc1ccc(NC(=O)CSc2nnnn2C)cc1Cl	1.2	47.7
CNC[C@@H]1Oc2ccc(NC(=O)Nc3ccc(OC)cc3)cc2CC(=O)N([C@H](C)CO)C[C@@H]1C	0.8	x
Cc1cc(SCC(N)=O)nc2ccccc12	-0.5	1.4
COc1ccc(NC(=O)Nc2ccc3c(c2)CC(=O)N([C@H](C)CO)C[C@@H](C)[C@@H](CN(C)S(=O)(=O)c2ccc(OC)cc2)O3)cc1	-0.1	x
CCOC(=O)c1c(NC(=O)c2ccc(Cn3cc(Br)cn3)o2)sc2c1CCCC2	0.9	-4.2
C[C@@H]1CCCCO[C@@H](CN(C)C)[C@H](C)CN([C@H](C)CO)C(=O)c2cc(NS(=O)(=O)c3cccs3)ccc2O1	x	0.6
C[C@@H]1CN([C@@H](C)CO)C(=O)c2cc(NS(=O)(=O)c3cn(C)cn3)ccc2O[C@@H](C)CCCCO[C@@H]1CN(C)S(=O)(=O)c1cn(C)cn1	x	0.8
C[C@@H]1CN([C@H](C)CO)C(=O)Cc2cc(NS(=O)(=O)c3ccc(F)cc3)ccc2O[C@@H]1CN(C)C(=O)Nc1cccc2ccccc12	0.0	x
COc1cccc2cc(C(=O)C3C(=O)C(=O)N(CCCN4CCOCC4)C3c3cccnc3)oc12 (configuration not stated)	-3.2	-5.2
C[C@H](CO)N1C[C@H](C)[C@@H](CN(C)CC2CC2)Oc2ccc(NS(=O)(=O)c3ccc(Cl)cc3)cc2CC1=O	x	10.0
Cc1noc(C)c1NC(=O)N(C)C[C@@H]1Oc2ccc(NC(=O)Cc3ccccc3)cc2CC(=O)N([C@H](C)CO)C[C@H]1C	1.9	x
C[C@H](CO)N1C[C@H](C)[C@H](CN(C)Cc2ccc(C(=O)O)cc2)Oc2ccc(NC(=O)Cc3ccccc3)cc2CC1=O	x	-4.4
C[C@H](CO)N1C[C@H](C)[C@@H](CN(C)C(=O)Nc2cccc3ccccc23)Oc2c(NC(=O)c3nc4ccccc4s3)cccc2C1=O	x	-15.5
CCCn1cnc2cc(NCc3ccccn3)ccc21	2.3	77.5*
C[C@H](CO)N1C[C@H](C)[C@H](CN(C)CC2CC2)Oc2ccc(NC(=O)Nc3ccc4c(c3)OCO4)cc2CC1=O	x	6.7
C[C@@H]1CCCCO[C@H](CN(C)C)[C@H](C)CN([C@@H](C)CO)C(=O)c2cc(NC(=O)Nc3ccc(F)cc3)ccc2O1	x	-9.8
C(=Nc1ccc2ccccc2c1)Nc1ccc2ccccc2c1	0.3	x
Cc1noc(C)c1NC(=O)N(C)C[C@H]1Oc2c(NC(=O)c3ccncc3)cccc2C(=O)N([C@@H](C)CO)C[C@H]1C	x	-3.4
C[C@H]1CN([C@@H](C)CO)C(=O)c2cc(NC(=O)Nc3ccccc3)ccc2O[C@@H]1CN(C)Cc1ccccc1	-3.9	x
C[C@@H]1CN([C@H](C)CO)C(=O)Cc2cc(NC(=O)Cn3cnnn3)ccc2O[C@@H]1CN(C)Cc1ccccc1	4.7	x
C[C@H]1CN([C@@H](C)CO)C(=O)Cc2cc(NC(=O)Nc3ccc(F)cc3)ccc2O[C@@H]1CN(C)C(=O)Nc1ccccc1	0.3	x
O=C1c2cccc3cccc(c23)C(=O)N1OS(=O)(=O)c1cccc2cccnc12	4.1	-9.7
CCOC(=O)c1c(-c2ccc(OC)cc2)csc1NC(=O)c1ccccc1[N+](=O)[O-]	1.6	-5.7
Cc1ccc(S(=O)(=O)Nc2ccc3c(c2)C(=O)N([C@H](C)CO)C[C@H](C)[C@H](CN(C)C(=O)NC2CCCCC2)OCCCC[C@@H](C)O3)cc1	1.2	x
CN(CC(=O)Nc1ccccc1Cl)S(=O)(=O)c1ccc(Cl)cc1	5.0	8.0
C[C@@H]1CN([C@H](C)CO)C(=O)c2cc(NC(=O)Nc3ccc(F)cc3)ccc2O[C@H]1CN(C)C(=O)Nc1ccc(F)cc1	x	6.5
COc1ccc(-c2ccc3c(c2)O[C@@H](CN(C)C)[C@@H](C)CN([C@H](C)CO)S3(=O)=O)cc1	x	-2.5
COc1ccc(CN(C)C[C@H]2Oc3ccc(NS(C)(=O)=O)cc3CC(=O)N([C@H](C)CO)C[C@H]2C)cc1	-5.7	x
C[C@H](CO)N1C[C@H](C)[C@H](CN(C)S(=O)(=O)c2cccs2)OCc2cnnn2CCCC1=O	-1.2	x

The results go on.
SMILES	STK33 inh	mut p53 react
Clc1ccc(C(Cn2ccnc2)OCc2c(Cl)cccc2Cl)c(Cl)c1 (configuration not stated)	-2.3	1.3
CC(C)CC#Cc1cnc2c(c1)C(=O)N([C@H](C)CO)C[C@H](C)[C@H](CN(C)C(=O)CN1CCOCC1)O2	x	-0.1
Cn1cc(C2=C(c3cn(CCCSC(=N)N)c4ccccc34)C(=O)NC2=O)c2ccccc21	105.9*	x
CCn1c(=O)c(C(=O)NCCN2CCCCC2)c(O)c2ccccc21	-5.8	9.0
CS(=O)(=O)NCCSCc1ccco1	-1.2	0.2
COc1ccc(S(=O)(=O)Nc2cccc3c2O[C@@H](CN(C)Cc2ccc(C(F)(F)F)cc2)[C@H](C)CN([C@@H](C)CO)C3=O)cc1	x	-1.3
C[C@@H]1CN([C@H](C)CO)C(=O)c2cc(NC(=O)Nc3ccc(F)cc3)ccc2O[C@H]1CN(C)S(=O)(=O)c1cccs1	x	-24.1
CC(=O)Nc1ccc(Br)cc1-c1nc2ccccc2nc1OCc1cccc(Cl)c1	2.1	-6.1
Cc1ccc(S(=O)(=O)N(C)C[C@@H]2Oc3ccc(NC(=O)NC(C)C)cc3C(=O)N([C@@H](C)CO)C[C@@H]2C)cc1	1.9	x
COC(=O)c1c(NC(=O)CSc2nnc3ccccn23)sc(C)c1C	-1.6	4.7

No new results follow: twelve of the compounds above.
SMILES	STK33 inh	mut p53 react
COc1ccc(CN(C)C[C@H]2Oc3ccc(NS(C)(=O)=O)cc3CC(=O)N([C@H](C)CO)C[C@H]2C)cc1	-5.7	x
C[C@H](CO)N1C[C@H](C)[C@H](CN(C)S(=O)(=O)c2cccs2)OCc2cnnn2CCCC1=O	-1.2	x
Clc1ccc(C(Cn2ccnc2)OCc2c(Cl)cccc2Cl)c(Cl)c1 (configuration not stated)	-2.3	1.3
CC(C)CC#Cc1cnc2c(c1)C(=O)N([C@H](C)CO)C[C@H](C)[C@H](CN(C)C(=O)CN1CCOCC1)O2	x	-0.1
Cn1cc(C2=C(c3cn(CCCSC(=N)N)c4ccccc34)C(=O)NC2=O)c2ccccc21	105.9*	x
CCn1c(=O)c(C(=O)NCCN2CCCCC2)c(O)c2ccccc21	-5.8	9.0
CS(=O)(=O)NCCSCc1ccco1	-1.2	0.2
COc1ccc(S(=O)(=O)Nc2cccc3c2O[C@@H](CN(C)Cc2ccc(C(F)(F)F)cc2)[C@H](C)CN([C@@H](C)CO)C3=O)cc1	x	-1.3
C[C@@H]1CN([C@H](C)CO)C(=O)c2cc(NC(=O)Nc3ccc(F)cc3)ccc2O[C@H]1CN(C)S(=O)(=O)c1cccs1	x	-24.1
CC(=O)Nc1ccc(Br)cc1-c1nc2ccccc2nc1OCc1cccc(Cl)c1	2.1	-6.1
Cc1ccc(S(=O)(=O)N(C)C[C@@H]2Oc3ccc(NC(=O)NC(C)C)cc3C(=O)N([C@@H](C)CO)C[C@@H]2C)cc1	1.9	x
COC(=O)c1c(NC(=O)CSc2nnc3ccccn23)sc(C)c1C	-1.6	4.7

Additional records
SMILES	STK33 inh	mut p53 react
C[C@H]1CN([C@@H](C)CO)C(=O)c2cc(NS(=O)(=O)c3cn(C)cn3)ccc2O[C@H]1CN(C)C(=O)Nc1ccc(C(F)(F)F)cc1	-1.5	x
C[C@H](CO)N1C[C@H](C)[C@@H](CN(C)Cc2ccc(C(=O)O)cc2)OCCCC[C@H](C)Oc2ccc(NC(=O)Nc3ccc(F)cc3)cc2C1=O	x	0.3
CNC[C@@H]1Oc2ccc(NC(=O)CCC(F)(F)F)cc2C(=O)N([C@@H](C)CO)C[C@H]1C	1.1	-0.1
CCC1(c2ncc[nH]2)Cc2ccccc2O1 (configuration not stated)	x	13.0
O=C(c1ccccc1)N1Cc2ccccc2[C@H]2OC(c3ccc(OCCCO)cc3)=N[C@@]2(Cc2ccccc2)C1=O	1.2	x
C[C@@H]1CN([C@H](C)CO)C(=O)Cc2cc(NC(=O)Nc3cccc4ccccc34)ccc2O[C@@H]1CN(C)S(=O)(=O)c1cccs1	2.9	x
C[C@@H]1CN([C@H](C)CO)C(=O)c2cc(NC(=O)Nc3ccccc3)ccc2O[C@@H](C)CCCCO[C@@H]1CN(C)Cc1ccncc1	x	-1.0
C[C@H]1CN([C@@H](C)CO)C(=O)Cc2cc(NC(=O)C3CCCCC3)ccc2O[C@@H]1CN(C)S(=O)(=O)c1ccccc1	-0.8	x
COC(=O)c1ccc(Cl)c(NC(=O)CSc2nnc(-c3cc(OC)cc(OC)c3)o2)c1	-0.3	-44.2
C[C@H](CO)N1C[C@H](C)[C@H](CN(C)S(=O)(=O)c2cccc(F)c2)OCc2ccccc2-c2ccccc2C1=O	x	0.8
C[C@H](CO)N1C[C@H](C)[C@@H](CN(C)S(=O)(=O)c2cn(C)cn2)Oc2ccc(NS(=O)(=O)c3cn(C)cn3)cc2C1=O	x	2.8
CC1CCN(C(=O)c2ccc3c(=O)nc4c(-c5ccccc5)n[nH]n4c3c2)CC1	x	2.4
CC(NS(=O)(=O)c1ccc(Br)cc1)C(=O)Nc1cccc(F)c1 (configuration not stated)	-2.4	-10.6
CC(C)(C)NC[C@H](O)COc1cccc2c1CCCC2=O	0.0	13.9
O=C(COc1ccc2ccccc2c1Br)Nc1ccccc1C(=O)NC1CCCCC1	-2.7	7.0
Cc1ccc(S(=O)(=O)Nc2ccc3c(c2)CC(=O)N([C@@H](C)CO)C[C@H](C)[C@@H](CN(C)C(=O)Nc2ccc(F)cc2)O3)cc1	-1.0	x
COC(=O)c1ccccc1NC(=O)CSc1nnc(-c2ccc(C)cc2)o1	-1.5	12.2
C[C@H](CO)N1C[C@H](C)[C@H](CN(C)CC2CC2)Oc2ccc(NS(=O)(=O)c3cn(C)cn3)cc2CC1=O	-0.9	-10.9
Cc1ccc(S(=O)(=O)N(C)C[C@@H]2Oc3ccc(NC(=O)c4ccncc4)cc3C(=O)N([C@@H](C)CO)C[C@H]2C)cc1	3.2	x
C[C@H]1CN([C@@H](C)CO)C(=O)Cc2cc(NC(=O)CCC(F)(F)F)ccc2O[C@@H]1CN(C)C	0.2	-5.4
COC(=O)[C@H]1CC[C@H](OC(C)=O)[C@]2(C)CC[C@@H](C(C)C)[C@@H](OC(=O)/C=C/c3ccccc3)C12 (some centres not stated)	-12.5	0.5
COc1ccc(-c2nnc(SCC(=O)c3cccc([N+](=O)[O-])c3)n2C)cc1	4.4	1.3
